Screens from PubChem.
TRHR agonist: qHTS for Small Molecule Agonists and Allosteric Enhancers of Human TRH Receptor: Primary Screen for Agonists; activation, % at 2 µM; AID 493084, 2011; TRHR cells, calcium flux fluo-8, FDSS agonist mode; 0.18% of 360,000 active; Thyrotropin-releasing hormone receptor (Homo sapiens), P34981; also: 0% is about no effect
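Read-out: compound-evoked intracellular calcium rise in TRHR cells, fluo-8 dye, kinetic FDSS fluorescence at 1 s/cycle following a 10-cycle baseline. Cells cultured overnight before dye loading (30 min–1.5 h, RT).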
D2 antagonist: HTS Assay for Allosteric Antagonists of the Human D2 Dopamine Receptor: Primary Screen for Antagonists; 2% of 340,000 active; AID 485344, 2010; inhibition, % at 10 µM; D(2) dopamine receptor (Homo sapiens), P14416; HEK293 TREx D2 cells, calcium flux, dopamine EC80; in the data active = inhibition above about 30%; also: 0% is about no effect
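Overnight-induced (tetracycline, 30 C) HEK293 T-REx cells carrying force-coupled D2 receive a no-wash calcium dye, then compound, then EC80 dopamine at 180 s; signals are read kinetically throughout.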
D1 PAM: Potentiators of Human D1 Dopamine Receptor: qHTS. 0.036% of 360,000 active. AID 504651, 2011. potentiation, % at 10 µM. HEK293 TREx D1 cells, calcium flux, dopamine EC20 potentiation. D(1A) dopamine receptor (Homo sapiens), P21728; in the data active = potentiation above about 30%; also: 0% is about no effect
D2 ag: HTS Assay for Allosteric Agonists of the Human D2 Dopamine Receptor: Primary Screen for Agonists | D(2) dopamine receptor (Homo sapiens), P14416 | HEK293 T-REx D2 cells, calcium flux agonist mode | activation, % at 2 µM | 0.53% of 340,000 active;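 active = activation over 3 SD above normal in the single-dose calcium agonist read, cut at about 30% in these data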; also: 0% is about no effect
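Agonism is scored from calcium flux in a force-coupled, inducible HEK293 cell line expressing D2, read kinetically for 180 s after compound addition against dopamine controls.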
D1 antag: Antagonist of Human D 1 Dopamine Receptor: qHTS. HEK293 TREx D1 cells, calcium flux, dopamine EC80; stronger effect = lower value. activity change, negative = inhibition, % at 10 µM. 3.2% of 360,000 active; in the data active = activity change below about -30%; also: % is scaled to controls: 0 for no effect and ±100 for the full control effect
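After overnight tetracycline induction at 30 C, force-coupled D1 HEK293 cells took up a no-wash calcium dye at room temperature. Compounds were added and monitored 180 s, and the response to EC80 dopamine was then recorded.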
RXFP1 antagonist: qHTS Assay for Antagonists of the Relaxin Receptor RXFP1; 0.59% of 350,000 active; AID 1259400, 2018; HEK293-RXFP1, relaxin-stimulated cAMP HTRF, 30 min; stronger effect = lower value; activity change, negative = inhibition, % at 57.5 µM; Relaxin receptor 1 (Homo sapiens), Q9HBX9;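 active = activity change of -60% or lower, but not beyond a set lower limit; inconclusive = change between -60% and -40%, or beyond the set limit; inactive = change above -40%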; also: % is scaled to controls: 0 for no effect and ±100 for the full control effect
Target sequence (Q9HBX9 whole entry, looked up): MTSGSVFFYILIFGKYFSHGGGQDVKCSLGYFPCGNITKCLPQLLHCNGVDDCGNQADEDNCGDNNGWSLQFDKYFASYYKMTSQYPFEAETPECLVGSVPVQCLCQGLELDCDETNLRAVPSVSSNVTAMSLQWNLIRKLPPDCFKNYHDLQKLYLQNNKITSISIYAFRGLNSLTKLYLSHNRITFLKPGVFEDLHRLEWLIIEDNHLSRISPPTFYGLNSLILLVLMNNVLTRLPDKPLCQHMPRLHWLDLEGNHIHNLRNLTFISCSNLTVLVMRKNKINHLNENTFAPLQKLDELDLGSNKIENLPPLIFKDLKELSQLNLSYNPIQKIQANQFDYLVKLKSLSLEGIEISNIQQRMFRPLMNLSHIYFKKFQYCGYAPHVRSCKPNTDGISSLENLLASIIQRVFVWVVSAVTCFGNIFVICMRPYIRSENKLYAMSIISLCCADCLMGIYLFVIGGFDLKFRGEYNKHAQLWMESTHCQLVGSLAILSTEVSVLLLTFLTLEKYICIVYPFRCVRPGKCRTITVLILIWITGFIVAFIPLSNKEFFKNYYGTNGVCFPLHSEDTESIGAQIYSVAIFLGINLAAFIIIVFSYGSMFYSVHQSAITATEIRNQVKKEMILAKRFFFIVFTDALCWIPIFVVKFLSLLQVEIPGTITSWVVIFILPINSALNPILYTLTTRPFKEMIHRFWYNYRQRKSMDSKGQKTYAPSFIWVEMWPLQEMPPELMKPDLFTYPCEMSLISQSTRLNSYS
D2 PAM: HTS Assay for Positive Allosteric Modulators of the Human D2 Dopamine Receptor: Primary Screen for Potentiators; D(2) dopamine receptor (Homo sapiens), P14416; HEK293 T-REx D2, calcium flux, EC20 dopamine potentiation; potentiation, % at 10 µM; 0.34% of 340,000 active; AID 485347, 2010;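 active = potentiation over 3 SD above the plate norm, cut at about 30% in these data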; also: 0% is about no effect
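Primary screen. Calcium kinetics in induced HEK293 T-REx D2 cells: compound pre-addition 180 s, EC20 dopamine, 180 s more.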
D1 ag: Allosteric Agonists of the Human D1 Dopamine Receptor: qHTS. D(1A) dopamine receptor (Homo sapiens), P21728. HEK293 T-REx D1 cells, calcium flux, agonist mode. activation, % at 2 µM. 1% of 360,000 active. AID 504660, 2011; also: 0% is about no effect
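Inducible HEK293 T-REx D1 cells, force-coupled to calcium signalling, were plated at 4000 cells/well with tetracycline and held overnight at 30 C. After no-wash calcium dye loading, compound-evoked calcium rise over 180 s flagged agonists.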
TRHR PAM: qHTS for Small Molecule Agonists and Allosteric Enhancers of Human TRH Receptor: Primary Screen for Enhancers | 0.66% of 360,000 active | Thyrotropin-releasing hormone receptor (Homo sapiens), P34981 | AID 493056, 2011 | TRHR cells, fluo-8 calcium fluorescence, EC20 TRH enhancement | enhancement, % at 2 µM; in the data active = enhancement above about 30%; also: 0% is about no effect
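Enhancer read-out: after compound pinning and an initial kinetic agonist-mode read, an EC20 of TRH (10 nM final) was injected and fluo-8 calcium signal (Ex 480/Em 530) followed at 1 s/cycle for 100 cycles in TRHR-expressing cells.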
An asterisk follows results filed as active; ? = inconclusive; nt = no result given. Rule as the data show it, unless noted: active = activation above about 30%; inactive = the rest. This is a random part of the collection; overall some 7.1% were active at least once.

SMILES	TRHR agonist	D2 antagonist	D1 PAM	D2 ag	D1 antag	RXFP1 antagonist	D2 PAM	D1 ag	TRHR PAM
COc1ccc(OC)c(S(=O)(=O)N2CCC(C(=O)Nc3cccc(C(F)(F)F)c3)CC2)c1	-2.1	-2	-5	0.7	-4	2	nt	1	-1
COc1ccccc1COc1ccc2c(C)c(CCC(=O)O)c(=O)oc2c1C	0.7	13	-1	0.1	-22	-3	-4	8	4
CCOC(=O)c1sc2nc(CSc3ccccc3Cl)[nH]c(=O)c2c1C	1.9	-4	-3	-0.6	-11	-19	-1	7	-2
Cc1cccc2c(N)c3c(nc12)N(C)CC3	-0.6	nt	-3	nt	-2	-2	nt	-1	-4
O=C(NCc1n[nH]c(=O)c2ccccc12)C1CC(=O)N(c2ccc(Cl)cc2)C1 (configuration not stated)	0.0	-14	3	5.2	10	-6	-7	3	-6
c1ccc(-c2cccs2)nc1	1.3	-12	3	0.1	-14	10	-5	6	-2
CN=C1S/C(=C\c2ccc(Cl)cc2)C(=O)N1C	0.1	nt	-2	nt	-2	2	nt	0	-2
CCOc1cc2[nH]c(=S)n(CCOC)c(=O)c2cc1OCC	0.0	1	-2	-1.0	8	?	1	0	12
CCCCN(C(=O)c1cc(=O)[nH]c2ccccc12)c1c(N)n(CCCC)c(=O)[nH]c1=O	0.4	3	4	-1.4	19	3	-25	0	-4
CC12CCC(C(=O)N(NC(=O)c3ccccc3O)C1=O)C2(C)C (configuration not stated)	1.4	-23	-2	7.4	-16	8	14	1	-5
COc1ccc(CNc2ncc(-c3ccccc3)n2C)cc1	0.0	-7	6	0.9	8	7	-4	1	1
COc1cc(NC(=O)c2ccc(F)cc2)c(OC)cc1NC(=O)CN1CCCCC1	-0.4	-49	-2	-0.3	-2	-10	4	1	-10
O=C(COC(=O)CCc1c[nH]c2ccccc12)NC(c1ccccc1)c1ccccc1	0.5	-20	-1	-1.0	-11	-18	11	4	5
O=C(NCCc1ccc(Cl)cc1)c1cnc2n(c1=O)CCS2	0.0	10	-11	-0.2	-5	nt	-10	3	1
Cc1cccc(NC(=O)Cn2nnc(C(=O)NCc3cccs3)c2N)c1C	0.4	-7	-2	1.5	5	-9	-4	3	-4

2 records drawn at random from the list so far, as already listed:
SMILES	TRHR agonist	D2 antagonist	D1 PAM	D2 ag	D1 antag	RXFP1 antagonist	D2 PAM	D1 ag	TRHR PAM
COc1ccc(OC)c(S(=O)(=O)N2CCC(C(=O)Nc3cccc(C(F)(F)F)c3)CC2)c1	-2.1	-2	-5	0.7	-4	2	nt	1	-1
CN=C1S/C(=C\c2ccc(Cl)cc2)C(=O)N1C	0.1	nt	-2	nt	-2	2	nt	0	-2

More entries:
SMILES	TRHR agonist	D2 antagonist	D1 PAM	D2 ag	D1 antag	RXFP1 antagonist	D2 PAM	D1 ag	TRHR PAM
Cc1ccc(S(=O)(=O)NCCC(=O)N2CCCC(C)C2)cc1 (configuration not stated)	-0.4	12	3	-0.4	-4	?	1	3	7
Cc1ccc2nc(NC(=O)C3CCN(S(=O)(=O)c4ccc5c(c4)oc(=O)n5C)CC3)sc2c1	0.7	21	nt	0.5	-9	nt	-16	3	1
Cc1ccc(/C=C/C(=O)Nc2cccc3cccnc23)o1	0.4	-5	-6	-0.1	12	-1	-2	10	-1
CC1CC(C)CN(S(=O)(=O)c2ccc(C(=O)NCc3ccc4c(c3)OCO4)cc2)C1 (configuration not stated)	0.9	-8	-5	-0.4	-5	3	4	6	3
CC(=O)c1ccc(S(=O)(=O)N2CCC(c3nnc(SCCN4CCCC4)n3C)CC2)cc1	-0.4	15	-6	-0.3	-9	-4	11	2	-2
O=C(Nc1ccc2nsnc2c1)c1cccs1	0.2	-12	3	0.0	-24	7	12	1	-3
Cc1cc(-c2nnc(CCC(=O)NCc3ccc(F)c(F)c3)o2)no1	0.2	3	4	-0.2	9	-1	-7	2	4
O=[N+]([O-])c1ccc(Nc2nc(NCCO)nc(N3CCCC3)n2)cc1	0.3	-29	3	-1.0	-18	1	1	0	0
Cc1ccc2c(c1)CCCN2CC(=O)N(C)c1c(N)n(Cc2ccccc2)c(=O)[nH]c1=O	3.8	-5	6	1.3	4	5	9	1	-1
Cc1ccc2c(c1)N(C(=O)CCC(=O)N1CCN(c3ccccn3)CC1)CCO2	-0.5	3	-9	9.2	-23	-11	2	0	-1
Oc1ccc(-c2[nH]ncc2-c2ccc(Br)cc2)c(O)c1	0.7	-21	-7	0.9	4	-33	-2	5	0
COCCCN(C(=O)c1ccc(N2CCCC2=O)cc1)c1c(N)n(Cc2ccccc2)c(=O)[nH]c1=O	-1.3	6	-5	-0.1	4	-9	2	-1	1
O=C(CN1CCN(c2cccc(C(F)(F)F)c2)CC1)Nc1cccc(C(F)(F)F)c1	0.6	12	-4	0.0	-8	-7	-15	0	9
O=C(Nc1cnn(Cc2ccc(Cl)cc2)c1)C1CCCC1	-1.2	-7	0	-0.2	1	-12	8	1	-4
O=c1ccccn1Cc1c(F)cccc1Cl	0.3	8	3	1.0	-3	-1	-5	3	-2

5 compounds already listed, arranged by length of the SMILES, low to high:
SMILES	TRHR agonist	D2 antagonist	D1 PAM	D2 ag	D1 antag	RXFP1 antagonist	D2 PAM	D1 ag	TRHR PAM
O=C(Nc1cnn(Cc2ccc(Cl)cc2)c1)C1CCCC1	-1.2	-7	0	-0.2	1	-12	8	1	-4
Cc1ccc2c(c1)N(C(=O)CCC(=O)N1CCN(c3ccccn3)CC1)CCO2	-0.5	3	-9	9.2	-23	-11	2	0	-1
O=C(CN1CCN(c2cccc(C(F)(F)F)c2)CC1)Nc1cccc(C(F)(F)F)c1	0.6	12	-4	0.0	-8	-7	-15	0	9
Cc1ccc2c(c1)CCCN2CC(=O)N(C)c1c(N)n(Cc2ccccc2)c(=O)[nH]c1=O	3.8	-5	6	1.3	4	5	9	1	-1
Cc1ccc2nc(NC(=O)C3CCN(S(=O)(=O)c4ccc5c(c4)oc(=O)n5C)CC3)sc2c1	0.7	21	nt	0.5	-9	nt	-16	3	1

Later entries:
SMILES	TRHR agonist	D2 antagonist	D1 PAM	D2 ag	D1 antag	RXFP1 antagonist	D2 PAM	D1 ag	TRHR PAM
CCOc1cc(/C=C2\SC(=Nc3ccc(F)cc3)N(c3ccc(F)cc3)C2=O)ccc1OCC(=O)O	0.7	-4	-4	-0.7	-1	nt	4	15	1
COc1ccc(C(=O)Nc2cccc(OCc3cc(=O)n4c5c(sc4n3)CCCC5)c2)cc1	0.3	nt	0	0.0	-30*	nt	-1	0	7
Cc1ccc(C)c(NC(=O)C(=O)NCC2CCCN2S(=O)(=O)c2cccs2)c1 (configuration not stated)	0.0	2	-1	0.3	-5	4	-2	5	11
Cc1c(C(=O)N2CCN(Cc3ccc4c(c3)OCO4)CC2)cccc1[N+](=O)[O-]	-0.9	nt	-9	nt	9	-8	nt	-1	-3
Cc1ccc(-n2cc(-c3ccc([N+](=O)[O-])cc3)[nH]c2=S)c(C)c1	4.3	-3	-9	1.7	-16	?	3	10	6
Cc1ccnc(NC(=O)c2ccc(NC(=O)c3ccco3)cc2)c1	-0.4	nt	-4	nt	-2	-5	nt	2	-4
O=C(CCNC(=O)c1ccccc1Cl)Nc1cccc(C(F)(F)F)c1	-1.0	-2	-4	-1.1	-21	5	-14	4	15
CCN(CC(=O)NCc1ccc(F)cc1)C(=O)c1ccc(C(=O)c2ccccc2)cc1	-0.6	-7	nt	0.3	12	-6	6	-1	14
CC(=O)c1cccc(NS(=O)(=O)c2ccc3c(c2)N(C(C)=O)CCO3)c1	0.3	2	3	-0.4	-12	-17	-5	8	6
CCCc1cc(C(=O)Nc2sc(C)c(C)c2C(=O)OCC)no1	0.8	5	-10	1.3	3	-2	16	2	20
COCC(=O)NC1CC2CCCC(C1)N2Cc1ccccc1 (configuration not stated)	0.4	42*	-2	-0.3	-12	-6	-27	-1	-2
Cc1cc(F)ccc1S(=O)(=O)Nc1ccccc1C(=O)Nc1ccc2[nH]c(=O)[nH]c2c1	0.4	14	-5	0.0	-4	-8	-9	0	-3
O=C(CN1CCN(CCC(=O)Nc2ccccc2F)CC1)Nc1ccc(F)cc1	0.0	15	1	0.7	1	4	-9	1	3
Cc1cc(Cl)ccc1NC(=O)CSc1n[nH]c(N)n1	-0.3	6	nt	-0.3	-6	4	8	6	0
Cc1ccc(NC(=O)CC(NC(=O)c2ccccc2Cl)c2ccccc2)nc1 (configuration not stated)	-0.4	-19	nt	0.4	-30*	-3	-8	7	-3

Reformatted: results already given.
Molecule | TRHR agonist | D2 antagonist | D1 PAM | D2 ag | D1 antag | RXFP1 antagonist | D2 PAM | D1 ag | TRHR PAM
Cc1ccc(C)c(NC(=O)C(=O)NCC2CCCN2S(=O)(=O)c2cccs2)c1 (configuration not stated) | 0.0 | 2 | -1 | 0.3 | -5 | 4 | -2 | 5 | 11
Cc1cc(Cl)ccc1NC(=O)CSc1n[nH]c(N)n1 | -0.3 | 6 | nt | -0.3 | -6 | 4 | 8 | 6 | 0
Cc1cc(F)ccc1S(=O)(=O)Nc1ccccc1C(=O)Nc1ccc2[nH]c(=O)[nH]c2c1 | 0.4 | 14 | -5 | 0.0 | -4 | -8 | -9 | 0 | -3

More records follow:
SMILES	TRHR agonist	D2 antagonist	D1 PAM	D2 ag	D1 antag	RXFP1 antagonist	D2 PAM	D1 ag	TRHR PAM
Cc1ccccc1NC(=O)Nc1cc(S(N)(=O)=O)ccc1C	0.1	-4	0	-0.3	5	-5	23	0	6
Cc1nc(N2CCC(C)CC2)c2c(C)c(C(=O)Nc3cc(F)ccc3C)sc2n1	-0.2	-16	1	-1.3	40	-7	4	3	1
CCc1ccccc1Nc1nc(N)nc(CSc2nnc3ccccn23)n1	0.3	-2	-1	0.5	12	-2	9	2	-2
COC(=O)c1ccc(-c2nc(CN3CCC(C(=O)N4CCOCC4)CC3)c(C)o2)cc1	0.7	-5	0	-0.6	12	10	0	3	-1
Cc1ccccc1N1C(=O)C(Oc2ccc(Cl)cc2)C1CNC(C)(C)C (configuration not stated)	2.0	3	14	2.0	16	nt	-23	9	1
CCOc1ccc(NC(=O)CSc2nnc(C3CC3)n2C2CC2)cc1	-0.8	43*	-2	0.1	4	-2	4	0	-2
Fc1ccccc1CCNc1c2c(nc3ncnn13)CCCC2	0.1	10	0	-0.5	-11	-21	5	0	8
CCC1(C)N([O-])C(C)=C(c2ccccc2)[N+]1=O (configuration not stated)	4.4	5	0	1.1	1	-6	5	0	1
COc1cccc(NC(=O)C(=O)NCC2CCCN2S(=O)(=O)c2ccccc2)c1 (configuration not stated)	-0.4	-4	-2	0.1	-6	20	15	4	-4
